High-throughput results deposited in PubChem BioAssay by several laboratories.
KLF5 inhibitor – KLF5 expression inhibitors, primary screen, DLD-1 cells, luminescence | hit rate 0.23% among 290,000 | DLD-1 KLF5 promoter-luciferase reporter | inhibition, % at 5 µM | AID 1700, 2009;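 active means inhibition above a per-plate limit of that plate's mean compound inhibition plus 3 SD, cut at about 60% in these data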;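 further: 0% = DMSO wells and 100% = LY294002 at 200 µM; higher means less KLF5 promoter-driven luciferase light; inactives centre near -14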
HSF1 activator – HSF-1 activators, primary screen, NIH3T3-HGL cells, MG132 stress, luminescence, single point; NIH3T3-HGL HSF-1 luciferase reporter, 8 h; 100% = twice DMSO control signal; activation, % at 9 µM; hit rate 1.7% among 300,000; AID 504408, 2011;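 active means mean replicate activation of at least 50% with a set share of replicates each reaching 50%; inconclusive means only one of those two conditions met; inactive means mean below 50% and too few replicates reaching it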;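 further: 0% = median of the neutral control wells and 100% = twice that signal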
HSP90 refold inh – HSP90 inhibitors, primary screen, cell lysate, luminescence; AID 1789, 2009; Heat shock protein HSP 90 (rabbit reticulocyte lysate; luciferase refolding); hit rate 0.91% among 290,000; Rabbit reticulocyte lysate, luciferase refolding luminescence, 3 h; inhibition, % at 5.6 µM;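 active means inhibition above the screen-wide mean plus 3 SD, computed separately per campaign, cut at about 16% in these data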;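 further: 0% = DMSO wells and 100% = 60 µM geldanamycin wells; inhibitors lower the luminescence because luciferase stays unfolded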
HSF1 inhib – HSF1 inhibitors in luciferase reporter cells, primary screen, cell-based, NIH3T3, luminescence. NIH3T3-HGL HSE-luciferase, MG132-induced, luminescence 8 h; stronger effect = lower value. activity change, negative = inhibition, % at 7.5 µM (by protocol). hit rate 0.77% among 300,000. AID 2098, 2009;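 active means more than half of replicate wells show activity change below -50%, luminescence cut by over half; inconclusive means some wells, but at most half, below -50%; inactive means no replicate well below -50%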;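 further: luciferase reports HSF-1 transcriptional activity via heat shock element; 0% = median of DMSO wells and -100% = zero luminescence signal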
AI-2 QS modul – Vibrio harveyi AI-2 quorum sensing modulators, primary screen, JMH597 strain, luminescence/OD600 ratio | Vibrio harveyi JMH597 AI-2 luminescence/OD600 ratio, 9 h; stronger effect = lower value; strain lacks LuxN and CqsS sensors; 0 = neutral-control median | AID 2094, 2009 | hit rate 0.4% among 300,000 | activity change, % at 7.5 µM; in the data active means activity change below about -75%, passing the limit was not always enough; inconclusive means no clear call, values can overlap the other calls;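 further: luminescence divided by OD600 gain over 9 h not by final OD600 alone; inactives centre near 13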
HDAC3 inhib – HDAC3 deacetylase inhibitors, primary screen, biochemical, fluorescence, cell-free homogeneous; Histone deacetylase 3 (Homo sapiens), O15379; recombinant HDAC3, fluorogenic peptide/trypsin coupled; inhibition, % at 8.3 µM; hit rate 0.15% among 320,000; in the data active means inhibition above about 26%, passing the limit was not always enough; inconclusive means no clear call, values can overlap the other calls
Target sequence (O15379 whole entry, looked up): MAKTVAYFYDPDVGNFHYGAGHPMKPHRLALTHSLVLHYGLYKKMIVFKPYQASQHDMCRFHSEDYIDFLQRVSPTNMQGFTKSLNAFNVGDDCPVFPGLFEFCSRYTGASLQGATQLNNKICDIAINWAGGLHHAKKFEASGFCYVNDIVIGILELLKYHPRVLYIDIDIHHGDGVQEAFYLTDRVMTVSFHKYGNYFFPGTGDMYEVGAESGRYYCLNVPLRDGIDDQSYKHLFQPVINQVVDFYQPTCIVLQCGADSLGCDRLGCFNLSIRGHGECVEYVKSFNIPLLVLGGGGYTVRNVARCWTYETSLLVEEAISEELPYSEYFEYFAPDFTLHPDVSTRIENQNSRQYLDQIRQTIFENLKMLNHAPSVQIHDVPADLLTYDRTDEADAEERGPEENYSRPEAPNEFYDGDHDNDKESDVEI
aSyn 5UTR inh – MLPCN primary screen, SNCA 5' untranslated region; alpha-synuclein 5'UTR reporter, inhibitor activity; inhibition, % (tested at 7.5 µM); hit rate 0.82% among 300,000; AID 1813, 2009; in the data active means inhibition above about 60%; inconclusive means no clear call, values can overlap the other calls;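 further: H4 neuroglioblastoma cells stably carrying SNCA 5'UTR luciferase fusion; 0% = DMSO wells and 100% = positive control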
IEC-6 tox – cytotoxicity in IEC-6 intestinal epithelial cells, primary screen, cytotoxicity control for KLF5 inhibitor project, cell-based, luminescence. hit rate 0.78% among 290,000. AID 1825, 2009. inhibition, % at 5 µM. IEC-6 cytotoxicity, luminescence viability; in the data active means inhibition above about 22%;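 further: 0% = plate median of test compound wells and 100% = cytotoxic reference compound wells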
HIF activator – HIF pathway transcriptional activators, primary screen, cell-based, U2OS HRE-luciferase, luminescence; U2OS HRE-luciferase reporter; normalized: DMSO 0%, desferrioxamine 100%; hit rate 0.32% among 300,000; activation, % at 7.5 µM (by protocol); AID 1910, 2009;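 active means mean activation of at least 10% of the iron chelator positive control signal, with at least half of replicates also reaching 10%; inconclusive means mean and replicate majority disagree about reaching 10%; inactive means mean and most replicates under 10%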
Platelet DG rel – inhibitors of platelet dense granule secretion, primary screen, cell-based, MLPCN, human platelets; hit rate 0.22% among 300,000; inhibition, %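 (compounds screened at 7.5 µM in platelet-rich plasma)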; human platelet-rich plasma, SFLLRN dense granule ATP release, luminescence;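 active means mean replicate score, as percent of positive control, at or above 50; inconclusive means mean below 50 but at least one replicate at or above 50; inactive means mean and every replicate below 50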
* hit, by the source's call; ? = inconclusive; / = no result given.

SMILES	KLF5 inhibitor	HSF1 activator	HSP90 refold inh	HSF1 inhib	AI-2 QS modul	HDAC3 inhib	aSyn 5UTR inh	IEC-6 tox	HIF activator	Platelet DG rel
Cc1cccc(-n2cnc(C(=O)N/N=C/c3ccccc3)c2)n1	-29.1	4.4	-0.6	1.2	20.0	-0.9	-77.8	1.4	1.4	-6.5
Cc1ccc(O)c(NC(=O)CCCC(=O)O)c1	1.4	-0.4	0.6	4.5	8.7	-2.8	-1.0	3.1	0.0	-4.3
Cc1cc(=O)[nH]c(SCC(=O)Nc2ccccc2[N+](=O)[O-])n1	-6.8	9.9	-1.5	6.0	5.6	-2.0	-8.5	-0.7	-0.4	-1.5
Cc1ccc(S(=O)(=O)N2CCC(C(=O)NCc3ccncc3)CC2)cc1	10.5	-5.6	-0.2	-8.3	25.9	-5.9	-9.0	2.3	-0.3	2.8
CC(C)CNC(=O)C1CCCN(S(=O)(=O)c2ccc(-n3cnnn3)cc2)C1 (stereo not drawn)	18.2	5.0	4.7	-7.1	40.0	-10.1	-14.8	2.3	-1.3	4.4
CC1CCCN(S(=O)(=O)c2cccc3nonc23)C1 (stereo not drawn)	-49.6	6.1	-6.5	-4.8	22.5	3.9	-1.4	-1.8	0.1	-2.2
O=c1[nH]c2ccccc2c(O)c1SCCO	-17.2	15.0	0.8	7.0	8.6	-6.1	0.9	1.7	0.1	-4.5
CCCCN(C)C1CCN(C(=S)Nc2ccc(OCC)cc2)CC1	-6.2	-20.5	0.7	-1.6	20.3	-6.5	-1.0	4.4	0.1	-4.1
CCCCNC(=O)c1nc2ncc(Br)cn2n1	-20.3	5.1	1.6	-3.0	6.4	4.9	-7.3	-1.7	-0.1	-3.1
Cc1csc(=O)n1CCC(=O)OCC(=O)c1ccc(Br)cc1	/	11.4	/	1.7	-5.3	-2.0	5.7	/	-0.3	-18.3
C=CCn1c(SCC(=O)Nc2ccc(C(=O)O)cc2)nnc1-c1cccnc1	-21.4	-4.6	-3.8	-7.9	18.4	2.0	10.6	-0.8	-0.3	2.8
O=C(Cc1ccccc1)NC(NCCCN1CCOCC1)(C(F)(F)F)C(F)(F)F	-13.3	-2.9	-0.6	0.0	10.2	3.7	-3.3	-2.8	0.0	17.3
O=C(O)C1CCN(S(=O)(=O)c2ccc(Oc3ccccc3)cc2)CC1	-24.0	0.7	0.2	-3.2	11.8	/	17.5	2.0	-0.9	0.5
CC(C)C(=O)NS(=O)(=O)c1ccc(NS(C)(=O)=O)cc1	4.5	12.6	-0.8	0.7	10.7	-0.6	0.9	-3.7	0.0	1.9
COc1ccccc1N1CCN(C2CCN(C(=O)COc3ccccc3)CC2)CC1	-11.2	-15.8	0.9	13.8	5.1	-6.7	-0.2	1.7	-0.2	17.3
C=CCNC(=S)N/N=C(\C)c1cccnc1	-2.4	8.6	1.3	7.3	/	-4.7	21.9	4.9	-0.2	1.7
CCOc1ccc(S(=O)(=O)N2CCN(S(=O)(=O)c3ccc(C(C)=O)cc3)CC2)cc1	-18.5	36.0	-2.6	5.5	33.1	-1.2	-4.1	-4.5	0.1	1.3
CC(NC(=O)CN(C)Cc1cccs1)c1ccccc1 (stereo not drawn)	-36.3	6.3	-2.4	-4.2	10.5	-8.4	2.6	1.3	-0.2	-0.1
CN(NC1OC(=O)c2ccccc21)c1ccccc1[N+](=O)[O-] (stereo not drawn)	-0.9	-31.9	1.3	-8.0	0.4	5.5	-8.3	3.8	-0.1	10.3
CCn1c2ccccc2c2cc(CN3CCN(S(C)(=O)=O)CC3)ccc21	-8.9	13.9	-5.3	0.8	42.5	3.7	3.6	3.1	0.3	-4.7
COc1cccc(CNc2ccc(F)c(Cl)c2)c1	-24.4	/	-0.7	/	-15.7	4.2	-26.4	11.0	0.0	5.0
O=C(CCS(=O)(=O)c1ccccc1)N1CCOCC1	-29.0	11.0	-7.2	-6.5	19.4	-4.9	-19.9	0.9	1.3	1.7
Cn1ccc(C(=O)OCC(=O)Nc2cccc(Cl)c2)n1	-4.3	3.1	2.3	-6.6	36.0	-9.3	14.6	0.3	0.4	15.3
COC(=O)Nc1ccc(S(=O)(=O)N2CCCc3ccccc32)cc1	51.2	4.9	1.8	-2.5	15.2	1.9	84.1*	73.8*	0.6	-3.0
CC(NC(=O)Nc1cccc(F)c1)c1ccc2c(c1)OCO2 (stereo not drawn)	-12.8	0.9	-2.9	1.9	10.8	5.1	1.3	-1.7	-0.1	17.2
O=C(O)Cc1ccc(C(=O)c2ccccc2)s1	-170.6	-9.0	-3.5	-0.3	15.7	?	6.2	3.3	0.3	-3.8
Cc1cccc(-n2c(C)cc(/C=C3\C(=N)N4N=C(CC(C)C)SC4=NC3=O)c2C)c1	-11.2	18.1	-4.1	-1.4	8.0	3.1	-2.9	-3.3	0.2	-1.5
CC(C)c1nc(CNC(=O)C2CCC(=O)N(Cc3ccc(Cl)cc3)C2)no1 (stereo not drawn)	-19.9	18.8	-3.7	4.9	21.9	-3.1	0.4	0.9	0.2	4.1
CC(Oc1cccc(Cl)c1)C(=O)N1CCCN(C)CC1 (stereo not drawn)	-8.0	0.4	-4.1	-7.4	14.5	1.2	-1.4	-6.3	-0.1	15.8
CCOC(=O)N1CCC(N2C(=O)c3ccccc3C2Nc2ccc(S(=O)(=O)N3CCOCC3)cc2)CC1 (stereo not drawn)	4.3	-41.6	-0.8	-27.1	18.7	3.2	-10.2	-1.6	-0.1	11.6
O=C(O)CC/C(=N/NC(=O)c1cccs1)c1ccccc1	-128.9	47.1	3.0	16.2	28.3	-0.5	-167.2	6.0	3.1	0.4
CCOC(=O)N1CCN(C(=O)C2CCN(S(=O)(=O)c3ccc(OC)cc3)CC2)CC1	-16.8	11.9	1.2	-1.7	12.3	1.9	-5.1	2.4	-1.0	-0.9
COc1cccc(CC(=O)Nc2nc3ccccc3[nH]2)c1	-22.6	12.8	-2.4	8.8	-2.5	-0.7	-36.7	-0.6	1.7	-0.8
COc1ccc(C2C(C(=O)NCCN(C)C)c3ccccc3C(=O)N2C)cc1OC (stereo not drawn)	-41.6	24.3	-4.8	0.7	5.1	-2.0	1.7	-7.4	0.4	1.3
O=C(NCc1ccccn1)c1ccc2nc(C3CCCCC3)oc2c1	-84.9	11.0	1.8	-0.4	/	-4.8	-8.2	4.0	0.3	0.8
COC(=O)c1cc(-c2ccccc2)sc1N	-15.9	-1.5	9.2	4.9	-5.2	1.9	-77.4	9.8	2.7	5.3
CC(C)CCC[C@@H](C)[C@H]1CC[C@H]2[C@@H]3C(=O)C=C4C[C@@H](O)CC[C@]4(C)[C@H]3CC[C@]12C	/	-10.8	/	-0.9	21.2	-5.4	-18.7	/	0.3	2.4
Cc1ccc(NC(=O)Nc2cnc3ccccc3c2)cc1	-98.7	9.7	2.0	6.5	-6.5	/	-144.3	6.4	4.3	-2.5
CCOC(=O)c1cc(NC(=O)c2ccccc2)c(=O)oc1-c1ccccc1	-34.8	24.4	-5.5	7.9	7.7	5.8	-5.5	-2.1	-0.3	6.3
Fc1ccccc1-c1n[nH]c(=S)n1CC1CCCO1 (stereo not drawn)	-32.4	-6.8	-1.2	6.1	15.7	-4.9	-15.7	-5.0	0.1	2.6
CN(C)CCOC(C1CCCCC1)C1CCCCC1	0.4	28.9	-0.2	-0.7	4.0	-7.4	7.2	-2.5	-0.2	13.1
COc1ccc(NC(=O)Nc2cc(C)ccc2F)cc1OC	-64.3	32.3	-2.3	2.9	-4.4	-5.2	-76.7	1.9	0.7	-0.8
COc1ccc(-n2c(SCC(=O)NCCCN3CCCC3=O)nnc2C(C)N2CCCCC2)cc1 (stereo not drawn)	-7.5	-16.3	-0.6	0.8	-8.7	3.3	10.2	-1.8	-0.9	12.9
COCCNC(=O)CCn1nc(-c2ccc(Cl)cc2)c2ccccc2c1=O	-22.7	-0.6	0.0	1.8	19.1	-14.5	6.2	4.5	-0.7	-0.5
Cc1ccc(C(=O)O)cc1NC(=S)NC(=O)C(c1ccccc1)c1ccccc1	-9.5	-6.8	-0.9	-3.9	44.6	2.0	-28.4	-6.0	0.5	-0.6
COc1cc(CNC(=O)c2nc(Cn3nc(C)c(Br)c3C)no2)cc(OC)c1	0.0	2.7	-2.9	-0.9	27.0	3.9	49.4	1.4	0.0	-10.6
COc1ccc(-c2nc(C#N)c(NCCCN3CCOCC3)o2)cc1	13.2	2.6	-1.2	0.5	2.6	-140.3	-35.8	-4.0	0.1	13.6
Cn1c(=O)c(=O)n(C)c2cc(S(=O)(=O)N3CCCCC3)ccc21	-17.7	0.3	-1.9	-1.9	17.5	-0.5	15.3	3.3	0.1	9.5
COCCN(C(=O)CSc1nc2ccc(Cl)cc2[nH]1)c1c(N)n(Cc2ccccc2)c(=O)[nH]c1=O	-17.1	31.5	0.8	-3.0	13.3	-2.7	1.9	-0.5	-1.0	-2.5
CCc1ccc(S(=O)(=O)N/N=C\c2ccc([N+](=O)[O-])o2)cc1	-6.7	1.5	-5.9	10.5	28.2	-10.5	-20.7	-0.8	0.1	?
O=C(Cc1cccc(C(F)(F)F)c1)NCc1ccc(Cl)cc1	-21.4	24.1	-4.5	6.1	3.2	-3.0	27.1	-0.7	0.2	-1.3
Cc1cc(OC(C)C(=O)NCCc2c[nH]c3ccccc23)c2c(C)cc(=O)oc2c1 (stereo not drawn)	-1.5	19.1	1.2	4.8	21.4	3.8	-6.3	2.0	-0.1	-0.8
CCC(CC)Nc1ccc(C(CC(N)=O)NC(=O)Cc2ccc(Br)cc2)cc1[N+](=O)[O-] (stereo not drawn)	/	11.7	/	13.3	1.6	-0.9	-17.1	/	-0.7	12.5
CCOC(=O)c1ccc2c(c1)NC(=O)C(N1CCN(c3ccc(OC)cc3)CC1)S2 (stereo not drawn)	-6.8	-39.4	-4.6	-22.4	8.7	1.1	-0.3	-1.1	0.4	15.8
CC(C)[C@H](N[C@@H](C)c1ccccc1)c1c(O)ccc2ccccc12	-21.8	37.8	3.1	10.0	10.2	4.3	4.2	-5.9	-0.1	0.7
O=C(CN(Cc1cccs1)C(=O)CNS(=O)(=O)c1ccc(F)cc1)NCc1ccco1	-30.2	-5.7	-1.2	1.0	12.4	-8.3	-31.8	3.4	-0.5	8.6
